Screening data as filed in PubChem BioAssay.
MazF activator – activators of E. coli MazEF toxin-antitoxin RNase; P0AE70; activation, % at 20 µM; FAM/BHQ RNA-DNA oligo cleavage fluorescence, 5 h; 350,000 tested, 0.32% active; in the data active = activation above about 50%
Target sequence (P0AE70 whole entry, looked up): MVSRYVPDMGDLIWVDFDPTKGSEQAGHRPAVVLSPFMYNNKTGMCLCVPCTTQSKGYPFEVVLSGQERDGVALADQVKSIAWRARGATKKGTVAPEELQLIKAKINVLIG
BioA inh – blocks M. tuberculosis BioA enzyme activity; purified M. tuberculosis BioA enzyme, plate reader; inhibition, % at 9.99 µM; 360,000 tested, 0.096% active; in the data active = inhibition above about 40%
CCHF vOTU inh – CCHFV vOTU protease inhibition | Pep-AMC fluorescence | inhibition, % at 11.5 µM | 370,000 tested, 0.55% active | AID 651958; also: 0% = vehicle wells with enzyme and 100% = no enzyme wells
VHR inh abs – DUSP3 (human) phosphatase inhibition. P51452. recombinant VHR phosphatase, pNPP absorbance. inhibition, % at 13.3 µM. 290,000 tested, 0.52% active. AID 1654; in the data active = inhibition above about 50%; also: some compounds called inactive have numbers as strong as hits
BoNT-F LC inh – blocks Botulinum neurotoxin F light chain protease. Multiplex microsphere protease cleavage assay, flow cytometry. inhibition, % at 10 µM. 360,000 tested, 0.22% active. AID 588497; in the data active = inhibition above about 35%, passing the limit was not always enough; also: plate controls were buffer without enzyme for full effect and enzyme alone for no effect
Rv3671c inh – inhibitors of M. tuberculosis serine protease Rv3671c; inhibition, % at 5.96 µM; AID 2606; 320,000 tested, 0.048% active; in the data active = inhibition above about 38%;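 also: extracellular domain of Rv3671c used as enzyme; 0% = enzyme with DMSO and 100% = no enzyme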
Target sequence (P9WHR9 whole entry, looked up, the tested form may be a part): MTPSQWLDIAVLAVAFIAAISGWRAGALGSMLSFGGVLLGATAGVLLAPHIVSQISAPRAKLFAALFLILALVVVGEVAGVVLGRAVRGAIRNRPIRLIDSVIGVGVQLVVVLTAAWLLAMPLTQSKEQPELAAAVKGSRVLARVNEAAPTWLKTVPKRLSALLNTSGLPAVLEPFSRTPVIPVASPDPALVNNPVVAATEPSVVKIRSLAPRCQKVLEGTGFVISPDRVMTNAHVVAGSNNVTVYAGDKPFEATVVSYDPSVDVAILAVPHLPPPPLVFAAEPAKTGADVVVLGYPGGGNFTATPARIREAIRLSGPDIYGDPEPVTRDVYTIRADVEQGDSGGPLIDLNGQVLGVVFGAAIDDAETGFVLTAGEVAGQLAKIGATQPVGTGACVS
FadD28 FP inh – blocks FadD28 binding to the bisubstrate probe; fluorescence polarization; inhibition, % at 12.5 µM; 360,000 tested, 0.22% active; AID 588549; in the data active = inhibition above about 8.5%, passing the limit was not always enough
UGM FP inh – blocks M. tuberculosis UGM enzyme; purified UGM, fluorescence polarization probe displacement; AID 504406; inhibition, % at 10 µM; 320,000 tested, 0.06% active; in the data active = inhibition above about 10%, passing the limit was not always enough
GDH-TPI counter – counter-screen for M. tuberculosis FBA inhibitors: GDH-TPI coupled enzymes. GDH-TPI coupled enzyme counterscreen, NADH absorbance. inhibition, % at 4.8 µM. 360,000 tested, 1.2% active. AID 588335;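 also: 0% = DMSO wells and 100% = wells lacking the enzyme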
Mtb FBA inh – inhibits M. tuberculosis FBA enzyme | purified M. tuberculosis FBA, fluorescence read-out | inhibition, % at 1 µM | 360,000 tested, 2.3% active; in the data active = inhibition above about 27%;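 also: 0% = vehicle and 100% = reference inhibitor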
Target sequence (P9WQA3 whole entry, looked up): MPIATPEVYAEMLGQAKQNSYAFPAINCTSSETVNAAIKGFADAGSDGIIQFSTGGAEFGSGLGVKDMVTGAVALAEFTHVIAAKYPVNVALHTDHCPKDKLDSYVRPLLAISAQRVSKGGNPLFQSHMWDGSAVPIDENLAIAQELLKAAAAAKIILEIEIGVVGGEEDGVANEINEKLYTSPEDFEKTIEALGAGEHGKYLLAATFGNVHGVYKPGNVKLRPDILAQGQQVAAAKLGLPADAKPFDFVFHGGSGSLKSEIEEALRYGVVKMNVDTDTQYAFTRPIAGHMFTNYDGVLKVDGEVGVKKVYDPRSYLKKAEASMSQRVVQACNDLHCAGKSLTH
Active calls of the source: *; nt = no result given; & = joins results of further samples. Rule as the data show it, unless noted: active = inhibition above about 30%; inactive = the rest. Compounds were not picked by outcome. Share with any hit: about 4.9%.

Order of results – MazF activator	BioA inh	CCHF vOTU inh	VHR inh abs	BoNT-F LC inh	Rv3671c inh	FadD28 FP inh	UGM FP inh	GDH-TPI counter	Mtb FBA inh
1: CC(=O)Nc1cccc(C(=O)OCC(=O)N2CCN(C(=O)COC(=O)c3cccc(NC(C)=O)c3)CC2)c1
  -8	-0.6	2	nt	-175	nt	-1.4	nt	-3	0
2: CSc1nc(-c2ccc(Cl)cc2)nn1S(=O)(=O)c1ccccc1
  -2	-0.6	14	18	-2	3	-1.2	-1.9	0	1
3: CCc1ccc(C2C3=C(CC(C)(C)CC3=O)OC3=C2C(=O)CC(C)(C)C3)cc1
  -5	5.7	-17	11	-3	4	-1.8	0.0	0	-1
4: CCn1c(=S)[nH]c2ccccc21
  3	2.7	-5	15	-4	-5	-2.9	1.7	-7	0
5: CC(CN1CCCCC1)OC(=O)c1ccc(Cl)cc1 (configuration not stated)
  3	-4.8	0	12	5	4	-0.9	-0.4	3	-2
6: COCCNC(=O)c1ccc(NS(C)(=O)=O)cc1
  2	-2.0	3	-11	-8	-18	-0.1	0.6	-1	2
7: CCc1nc(C)cn1S(=O)(=O)c1ccc([N+](=O)[O-])cc1
  -2	-2.1	-6	16	-7	4	-0.7	-0.4	11	-2
8: CSc1cccc(NC(=O)c2ccco2)c1
  7	0.2	8	23	-8	2	-1.9	-3.9	-7	-3
9: O=C(CCC1CCCCC1)N1CCN(Cc2ccc3c(c2)OCO3)CC1
  3	11	3	-15	-8	-11	-1.4	-3.3	10	-2
10: O=C(NCc1ccco1)c1cc2nc(-c3ccc4c(c3)OCO4)cc(C(F)(F)F)n2n1
  -10	1.5	5	14	5	-14	-1.1	-2.0	21	0
11: C=C(Br)Cn1c(CC)nc2ccccc21
  12	2.2	-6	11	-3	6	-1.6	-2.4	15	-8
12: O=C(CCCN1C(=O)/C(=C/c2ccc(F)cc2)SC1=S)Nc1ccc(C(=O)O)cc1
  4	-1.0	3	nt	2	nt	1.1	nt	8	1
13: CCc1c(C)sc(NC(=S)Nc2nc(C)cc(C)n2)c1C(=O)OC
  10	nt	-10	19	3	-3	-3.2	-0.6	-11	-3
14: CSCC[C@H](NC(=O)C1CCN(S(=O)(=O)c2ccccc2)CC1)C(=O)NC1CC1
  11	-0.7	4	-14	5	3	-3.2	-2.1	4	0
15: C[C@@H]1CN([C@H](C)CO)C(=O)CCCn2nncc2CO[C@@H]1CN(C)C(=O)c1ccncc1
  1	0.7&-1.9	-10	nt	-5	nt	0.0	nt	0	4

Continuation:
Order of results – MazF activator	BioA inh	CCHF vOTU inh	VHR inh abs	BoNT-F LC inh	Rv3671c inh	FadD28 FP inh	UGM FP inh	GDH-TPI counter	Mtb FBA inh
16: COc1ccc(C2CC(=O)N(CC(=O)NCC3CCCO3)c3ccccc3S2)cc1 (configuration not stated)
  3	nt	-8	6	-2	2	-3.6	-0.4	5	4
17: O=C(NC12CC3CC(CC(C3)C1)C2)C1CCCN1C(=O)Nc1ccccc1 (configuration not stated)
  9	-0.9	2	-4	-8	-4	0.4	-2.5	2	0
18: COc1cc2c3c(c1)c(N=NC(N)=S)c(O)n3C(C)(C)C=C2C
  3	nt	9	4	-2	4	-0.3	1.6	8	1
19: CCCNC(=O)COC(=O)c1cccnc1Nc1ccccc1F
  1	nt	-9	10	-8	7	-1.3	-2.7	11	-1
20: CCOC(=O)c1ccccc1N
  8	-1.9	-9	nt	0	3	-0.8	nt	8	5
21: CCOc1ccc(NC(=O)C2CC3CCC2C3)cc1 (configuration not stated)
  -1	-1.2	0	nt	-7	1	-0.6	-1.0	-1	0
22: Cn1c(=O)c2c(nc(CN3CCN(C(=O)c4ccco4)CC3)n2CC(N)=O)n(C)c1=O
  3	0.4	-3	-14	-1	-10	-0.4	1.7	4	1
23: N#Cc1c(-c2ccccc2)cc(-c2ccccc2)nc1SCc1nnc(-c2ccccc2)o1
  -6	nt	-7	19	2	-13	0.7	-0.8	12	5
24: Cc1cnc(NC(=O)CSc2nnc(Cc3ccccc3)o2)s1
  -2	3.3	nt	-5	14	3	-0.6	-4.1	6	-1
25: CCNC(=O)C1CCCN(C(=O)c2ccc(OC(F)F)cc2)CC1 (configuration not stated)
  nt	-0.9	4	nt	-3	nt	0.4	nt	-8	-1
26: O=c1cc(CO)oc(C(Nc2ccccn2)c2ccccc2F)c1O (configuration not stated)
  -8	-2.6	-8	nt	6	6	-1.6	-0.6	13	6
27: O=C(CC(C(=O)O)c1c(F)cccc1Cl)c1ccc(Cl)cc1 (configuration not stated)
  -1	-0.7	10	2	13	-7	-0.7	0.8	-6	0
28: CC(C)C[C@H](NC(=O)Nc1ccc2c(c1)OCCO2)C(=O)O
  4	nt	-6	-6	2	-5	-5.1	-2.6	-4	4
29: CNc1ccc(/C=C/C(=O)c2ccc3c(c2)OCCO3)cc1[N+](=O)[O-]
  6	nt	-11	-4	-6	-2	-4.9	1.5	13	1
30: Cc1ccccc1CCN(C(=O)c1csnn1)C(C(=O)NC1CCCC1)c1ccco1 (configuration not stated)
  -5	-2.3	21	13	4	0	-3.2	-0.8	-13	-2

(listing goes on)
Order of results – MazF activator	BioA inh	CCHF vOTU inh	VHR inh abs	BoNT-F LC inh	Rv3671c inh	FadD28 FP inh	UGM FP inh	GDH-TPI counter	Mtb FBA inh
31: CCOCCOC(=O)C(C)Oc1ccc(Oc2ncc(Cl)cc2Cl)cc1 (configuration not stated)
  -1	-3.1	-2	-4	-9	-2	-1.5	2.3	-1	4
32: COc1ccc(CCN(C)C(=O)C23CC4CC(CC(Cl)(C4)C2)C3)cc1OC
  1	0.4	3	4	-6	4	-1.7	2.2	-5	0
33: Cc1ccc(F)c(NC(=O)CCOc2ccccc2C)c1
  1	3.0	-46	29	-20	-2	-1.7	-2.1	-6	-4
34: CC(=O)OC1CCC2C3CCc4cc(OP(=O)(N5CC5)N5CC5)ccc4C3CCC12C (configuration not stated)
  -8	0.3	3	nt	4	nt	-1.9	nt	0	1
35: CCc1ccccc1-n1nnnc1SCC(=O)Nc1ccc(N2CCN(C)CC2)cc1
  -1	-3.1	14	-4	-11	2	-0.3	-0.4	5	2
36: CC(=O)Nc1ccc(NC(=S)NC(=O)c2oc3ccccc3c2C)cc1
  -10	-2.6	18	3	0	6	-1.6	1.6	17	0
37: O=C(CSc1nnc(-c2ccc3c(c2)OCCO3)o1)N1CCCC1
  -1	-1.3	7	-14	-22	3	-0.1	-0.3	11	2
38: CCCC(=O)Nc1sc2c(c1C#N)CCCCC2
  -6	-3.4	15	36	7	-10	0.7	-1.1	6	4
39: Fc1ccc(CNC(=S)Nc2ccc(OC(F)F)cc2)cc1
  5	nt	3	-7	-5	-3	3.8	-1.2	4	-4
40: Cn1c(O)c(C=NCCc2c[nH]c3ccccc23)c(=O)n(C)c1=O
  -1	1.1	3	30	-7	-8	0.6	0.3	8	-4
41: COc1ccc(C(=O)NCCc2nc3cc([N+](=O)[O-])ccc3n2C)cc1
  -5	nt	22	2	0	0	-1.1	1.9	4	2
42: Cc1cccc(C)c1NC(=O)CN1CCN(c2ccc(C(F)(F)F)cn2)CC1
  nt	1.3	6	nt	3	nt	-3.5	nt	nt	2
43: CC(=Nc1ccc2c(c1)CCC2)c1c(O)n(C)c(=O)n(C)c1=O
  4	1.1	2	8	-3	-3	-2.8	-3.7	-5	4
44: COc1cc2ncnc(N[C@H](C)c3ccccc3)c2cc1OC
  4	2.0	nt	21	26	-2	-0.5	0.6	-1	1
45: COC(=O)N/N=C/c1cc(Cl)cc(Cl)c1OCc1ccc(F)cc1
  11	-0.2	10	-1	-11	-8	-1.0	0.3	20	0

A section taken from the entries so far, for reference:
Order of results – MazF activator	BioA inh	CCHF vOTU inh	VHR inh abs	BoNT-F LC inh	Rv3671c inh	FadD28 FP inh	UGM FP inh	GDH-TPI counter	Mtb FBA inh
31: CCOCCOC(=O)C(C)Oc1ccc(Oc2ncc(Cl)cc2Cl)cc1 (configuration not stated)
  -1	-3.1	-2	-4	-9	-2	-1.5	2.3	-1	4
32: COc1ccc(CCN(C)C(=O)C23CC4CC(CC(Cl)(C4)C2)C3)cc1OC
  1	0.4	3	4	-6	4	-1.7	2.2	-5	0
33: Cc1ccc(F)c(NC(=O)CCOc2ccccc2C)c1
  1	3.0	-46	29	-20	-2	-1.7	-2.1	-6	-4

(more compounds)
Order of results – MazF activator	BioA inh	CCHF vOTU inh	VHR inh abs	BoNT-F LC inh	Rv3671c inh	FadD28 FP inh	UGM FP inh	GDH-TPI counter	Mtb FBA inh
46: O=C(C1=C[C@H](C2CC2)C[C@H](OCc2ccc(CO)cc2)O1)N1CCN(Cc2ccc3c(c2)OCO3)CC1
  0	0.7	5	35	3	-8	-0.6	0.6	16	5
47: Cc1ccc(NC(=O)Nc2ccccc2CC[N+](=O)[O-])cc1
  4	-0.9	-4	-1	-2	1	-2.8	9.2	-3	0
48: CC(C)(C)c1cc(-c2ccccc2)n[nH]1
  -1	-2.2	13	6	-3	3	-2.8	0.0	-8	2
49: Cc1nn(-c2ccccc2)c2c1C(c1ccc([N+](=O)[O-])cc1)C(C#N)=C(N)O2 (configuration not stated)
  11	2.4	6	9	1	0	2.6	0.3	9	1
50: COc1ccc(NC(=O)CN(C)C(=O)c2ccc(C)s2)cc1
  1	0.1	5	31	-3	-3	-2.7	-2.4	3	6
51: O=C(NCCCc1ccccc1)C1CCC(=O)N(Cc2ccc(Cl)cc2)C1 (configuration not stated)
  -10	0.4	9	48	0	-13	-2.6	1.2	8	3
52: CNc1ccc(-c2cccc(C(=O)N3CCOCC3)c2)cn1
  nt	1.6	-4	nt	-2	nt	-0.2	nt	3	0
53: COc1ccc(S(=O)(=O)N(C)CC(=O)Nc2cccc(C(C)=O)c2)cc1Cl
  -4	3.3	-8	20	11	-5	-4.9	6.0	-7	-1
54: CC(C)(C)CC(C)(C)N=C1Nc2ccccc2NC12C[C@H]1CCC(=O)N3CC[C@@H](C2)[C@@H]13 (some centres not stated)
  8	1.2	0	nt	0	nt	-0.1	nt	3	-4
55: COc1cc(C(=O)OCC(=O)N(C)c2ccccc2)cc(OC)c1OC
  10	0.9	17	-17	0	6	-3.4	-1.8	2	2
56: O=C(NN=C1CCCC1)c1cc(Br)ccc1O
  2	-0.4	-4	23	-17	9	-0.3	1.1	16	4
57: Cc1ccc2nc(SCC(=O)NCc3ccco3)[nH]c2c1
  1	-0.4	-4	-6	-3	-1	-0.5	3.0	-4	-2
58: CSc1nsc(SCC(=O)Nc2ccc(NC(C)=O)cc2)n1
  4	-0.8	10	19	1	-9	-6.5	-0.8	5	-2
59: CS(=O)(=O)N(CC(=O)NCc1ccc(Cl)cc1)C1CCCCC1
  7	-2.2	12	-9	5	5	-1.2	-0.8	2	-2
60: COc1ccc(/C=C/C(=O)N(C)c2ccccc2C(=O)O)cc1
  5	nt	-8	17	-6	10	-3.5	0.2	11	-1
61: CCCS(=O)(=O)Nc1cccc(-c2nc3cccnc3s2)c1
  -3	3.4	1	-11	-5	-4	-1.9	-0.6	14	3
